Source: PubChem (The Scripps Research Institute Molecular Screening Center)
M1 PAM parental – counter-screen for M1 PAMs: effect in parental CHO-K1 cells; ATP EC20, Fluo-8 calcium fluorescence; 0% at ATP EC20, 100% at ATP max; activation, % at 3 µM; 360,000 tested, 0.02% active;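 active = activation above the run cutoff, the mean activation of all test compounds plus 3 SD, cut at about 40% in these data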;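 note: peak over basal fluorescence ratio in a 140 s read after ATP addition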
CHO-K1 Ca antag – M1 antagonist counterscreen hit in parental CHO-K1 cells. ATP-induced calcium, Fluo-8 fluorescence. inhibition, % at 3 µM. 360,000 tested, 0.6% active. AID 602250;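 active = inhibition above a per-plate cutoff, the plate's mean sample inhibition plus 3 SD, cut at about 24% in these data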;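 note: 0% = DMSO plus EC80 ATP and 100% = DMSO alone without ATP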
M1 ag parental – M1 agonist counterscreen hit in parental CHO-K1 cells | Fluo-8 calcium fluorescence; scaled to maximal ATP response, vehicle zero | activation, % at 3 µM | 360,000 tested, 0.48% active; in the data active = activation above about 15%;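 note: untransfected CHO-K1 host cells lacking M1 receptor as counterscreen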
CHO parental Ca – signal in parental CHO cells, OX1R antagonist counter-screen; parental CHO-K1, ATP-induced calcium, Fluo-8 fluorescence; inhibition, % at 5.6 µM; 330,000 tested, 0.63% active;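 active = inhibition above that plate's mean sample inhibition plus 3 SD, cut at about 26% in these data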;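 note: 0% = ATP-challenged DMSO wells and 100% = DMSO wells without ATP; some compounds past the cut are filed as inactive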
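material = parental CHO cells | also added = ATP as calcium-mobilizing challenge | dosing = single point at 5.6 µM | detection = intracellular calcium via Fluo-8 no-wash fluorescent dye | read-out = % inhibition | benchmarks = low control ATP plus DMSO, high control DMSO only | repeats = one well per compound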
OXTR ag – activates the human oxytocin receptor | activation, % at 3 µM | P30559 | CHO-OTR cells, Fluo-8 calcium fluorescence; normalized: DMSO 0%, oxytocin 100% | 320,000 tested, 0.32% active;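 active = activation above the mean of all tested compounds plus 3 SD, cutoff set per screening run, cut at about 20% in these data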;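 note: peak over basal fluorescence ratio from a 100 s FLIPR kinetic read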
Target sequence (P30559 whole entry, looked up): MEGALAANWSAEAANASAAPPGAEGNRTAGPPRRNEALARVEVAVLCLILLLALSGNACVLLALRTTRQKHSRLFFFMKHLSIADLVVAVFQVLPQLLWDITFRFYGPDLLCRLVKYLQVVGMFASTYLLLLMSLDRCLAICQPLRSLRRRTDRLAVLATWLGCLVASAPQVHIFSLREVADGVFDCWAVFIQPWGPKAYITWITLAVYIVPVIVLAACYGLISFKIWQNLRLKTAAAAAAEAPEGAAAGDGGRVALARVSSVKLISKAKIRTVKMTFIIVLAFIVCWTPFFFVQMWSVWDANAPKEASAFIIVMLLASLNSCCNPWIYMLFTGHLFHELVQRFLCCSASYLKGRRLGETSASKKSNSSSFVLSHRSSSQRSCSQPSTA
GPR7 antag – antagonists of human GPR7 (neuropeptides B/W receptor 1). AID 1861. 290,000 tested, 1.1% active. P48145. GPR7-expressing cells, fluorescence antagonist assay. inhibition, % at 4.4 µM; in the data active = inhibition above about 16%, passing the limit was not always enough;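 note: cells stimulated with the agonist NPW; 0% = agonist with vehicle and 100% = vehicle without agonist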
V1R ag counter – counter-screen for oxytocin receptor agonists: human V1a receptor agonists; 320,000 tested, 0.25% active; P37288; AID 2797; activation, % at 3 µM; CHO-V1R cells, Fluo-8 calcium fluorescence, agonist mode; 0% DMSO, 100% 3 nM vasopressin;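 active = activation above the mean activation of all tested compounds plus 3 SD, per screening run, cut at about 20% in these data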;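 note: signal is peak over basal fluorescence ratio across a 100 second FLIPR read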
Target sequence (P37288 whole entry, looked up): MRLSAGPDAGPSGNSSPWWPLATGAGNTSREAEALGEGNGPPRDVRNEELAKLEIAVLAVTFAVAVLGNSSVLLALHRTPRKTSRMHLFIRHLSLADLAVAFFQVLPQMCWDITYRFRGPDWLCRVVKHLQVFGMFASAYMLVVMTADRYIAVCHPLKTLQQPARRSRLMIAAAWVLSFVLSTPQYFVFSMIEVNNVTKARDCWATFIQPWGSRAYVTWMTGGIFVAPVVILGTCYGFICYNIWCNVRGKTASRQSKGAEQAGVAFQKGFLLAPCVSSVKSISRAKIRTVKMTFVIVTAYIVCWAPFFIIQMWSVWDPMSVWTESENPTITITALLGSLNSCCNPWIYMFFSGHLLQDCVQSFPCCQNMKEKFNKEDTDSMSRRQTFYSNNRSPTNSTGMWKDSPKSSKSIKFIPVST
TAAR1 antag – antagonists of human TAAR1; CHO RD-HGA16 TAAR1, Fluo-8 calcium fluorescence, antagonist; inhibition, % at 3 µM; 360,000 tested, 1.5% active; AID 624466;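 active = inhibition above a per-plate cutoff, the mean inhibition of test compounds on that plate plus 3 SD, cut at about 49% in these data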;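 note: 0% = DMSO plus EC80 beta-PEA response and 100% = DMSO alone without agonist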
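System: CHO RD-HGA16 cells bearing hTAAR1. Reagent: EC80 β-phenethylamine stimulus. Schedule: seeding 17-24 h prior, 75-min 37 °C, 30-min RT dye loading. Signal: Fluo-8 intracellular calcium dye fluorescence, real-time kinetic reads. Read-out: % inhibition from peak post-agonist over basal fluorescence ratio. Benchmarks: vehicle wells and EC80 agonist wells. Replicates: n of 1.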
OXTR potentiator – potentiators of human oxytocin receptor | P30559 | CHO-OTR cells, Fluo-8 calcium fluorescence, potentiator mode; 0% = oxytocin EC15, 100% = EC100 | activation, % at 3 µM | 320,000 tested, 0.061% active;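 active = activation above that plate's cutoff, the mean activation of tested compounds plus 3 SD, cut at about 6.6% in these data, passing the limit was not always enough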;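 note: 100% uses oxytocin at 75 nM as the full agonist control; some results filed as inactive read as strong as hits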
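assay system = CHO-OTR cells, human receptor | schedule = compound 6 min at room temperature before oxytocin, 100 s read | detection = Fluo-8 intracellular calcium fluorescence, ex 470-495, em 515-575 nm | evaluation = normalized max/min fluorescence ratio, % activation | control set = EC15 oxytocin alone as 0%, 75 nM oxytocin (EC100) as 100%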
An asterisk follows results filed as active; x = no result given.

Sample of the layout:
#	smiles	M1 PAM parental	CHO-K1 Ca antag	M1 ag parental	CHO parental Ca	OXTR ag	GPR7 antag	V1R ag counter	TAAR1 antag	OXTR potentiator
1	COc1ccc(C(=O)N2CC3(C)C4CCC3(C)C2(C#N)C4)cc1OC (stereo unspecified)	5	-2	0.2	-4	0.2	-2	-0.9	-9	-6
2	CC(NCc1ccc(S(N)(=O)=O)cc1)C(=O)Nc1ccc([N+](=O)[O-])cc1Cl (stereo unspecified)	17	-3	1.5	-3	-1.2	2	-0.1	2	-28

Results, from the first entry:
#	smiles	M1 PAM parental	CHO-K1 Ca antag	M1 ag parental	CHO parental Ca	OXTR ag	GPR7 antag	V1R ag counter	TAAR1 antag	OXTR potentiator
1	COc1ccc(C(=O)N2CC3(C)C4CCC3(C)C2(C#N)C4)cc1OC (stereo unspecified)	5	-2	0.2	-4	0.2	-2	-0.9	-9	-6
2	CC(NCc1ccc(S(N)(=O)=O)cc1)C(=O)Nc1ccc([N+](=O)[O-])cc1Cl (stereo unspecified)	17	-3	1.5	-3	-1.2	2	-0.1	2	-28
3	CCCCNC(=O)NNC(=O)c1ccc(F)cc1	-13	16	-0.6	3	-0.6	-3	0.6	11	-7
4	COCC(C)n1c(C)cc(C(=O)CSc2nc3ccccc3c(=O)[nH]2)c1C (stereo unspecified)	2	9	8.2	21	11	-6	9.0	33	-11
5	COc1ccc(N(CC(=O)N2CCN(c3cc(C)ccc3C)CC2)S(=O)(=O)c2c(C)noc2C)cc1	-3	-10	0.4	-6	1.0	-15	-0.3	-16	-1
6	O=C(C1CCCCC1C(=O)N1CCCCC1)N1CCCCC1 (stereo unspecified)	4	-12	0.8	x	x	x	x	-7	x
7	CCOc1cc2c(c3c1C(c1ccccc1)N(S(=O)(=O)c1ccc(C)cc1)C3)C(=O)C=CC2=O (stereo unspecified)	15	6	0.1	x	x	x	x	49	x
8	CCOC(=O)c1c(NC(=O)CN2C(=O)NC3(CCC(CC)CC3)C2=O)sc(C)c1-c1ccc(C)cc1 (stereo unspecified)	17	-6	0.3	-13	-0.4	-3	0.0	-29	-3
9	N=C1C(c2ccccc2)=C(O)CN1c1ccccc1	13	-7	0.1	3	-0.5	-1	-0.5	5	-11
10	CCc1ccc(S(=O)(=O)NC2CC(C)(C)NC(C)(C)C2)cc1	12	-12	-0.2	-9	0.2	-8	0.7	-6	-11
11	COc1ccc(S(=O)(=O)N2CCOCC2)cc1NC(=O)Cc1ccsc1	-20	20	-0.4	-7	3.0	x	1.0	4	2
12	Clc1ccc2c(c1)nc1n2CCCC1	1	-13	0.7	-8	-1.3	-9	-0.8	-17	-4
13	CCOC(=O)C(NC(=O)CC)(N1CCc2ccccc2C1)C(F)(F)F (stereo unspecified)	15	3	1.7	-2	-0.3	2	0.0	96*	-3
14	Cc1ccc(/C=C2\SC(=S)N(c3cccnc3)C2=O)o1	11	1	1.6	-11	0.9	2	1.9	-21	-3
15	CCC1(c2ccccc2)NC(=S)N(c2ccc(C)cc2)N1 (stereo unspecified)	11	-10	1.1	-6	0.1	3	0.3	2	-3
16	CC(=O)Oc1cc(C(=O)OCC(=O)N2CCc3ccccc3C2)cc(OC(C)=O)c1OC(C)=O	25	-12	0.1	-9	0.8	x	0.8	-20	2
17	CCOC(=O)c1ccc(NC(=O)c2nc[nH]c2C(=O)NCCCNC(=O)c2[nH]cnc2C(=O)Nc2ccc(C(=O)OCC)cc2)cc1	13	-9	0.4	-3	0.6	x	0.8	23	-1
18	CCN(CC)CCCNC(=O)c1cn(CCOC)c(=O)c2c1c1ccccc1n2C	4	0	0.0	-13	-0.3	1	-0.7	10	0
19	COc1ccc(NC(=O)Nc2cc(C(C)(C)C)on2)cc1OC	5	-7	2.5	3	-0.5	-3	0.9	21	-15
20	CN(C)CC1CCCCC1C1(O)c2ccccc2CSc2sccc21 (stereo unspecified)	23	-13	2.6	-12	9.8	13	5.3	-7	-7

Shown with each value named: entries from further up
16	CC(=O)Oc1cc(C(=O)OCC(=O)N2CCc3ccccc3C2)cc(OC(C)=O)c1OC(C)=O
  M1 PAM parental = 25	CHO-K1 Ca antag = -12	M1 ag parental = 0.1	CHO parental Ca = -9	OXTR ag = 0.8	GPR7 antag = x	V1R ag counter = 0.8	TAAR1 antag = -20	OXTR potentiator = 2

17	CCOC(=O)c1ccc(NC(=O)c2nc[nH]c2C(=O)NCCCNC(=O)c2[nH]cnc2C(=O)Nc2ccc(C(=O)OCC)cc2)cc1
  M1 PAM parental = 13	CHO-K1 Ca antag = -9	M1 ag parental = 0.4	CHO parental Ca = -3	OXTR ag = 0.6	GPR7 antag = x	V1R ag counter = 0.8	TAAR1 antag = 23	OXTR potentiator = -1

(further entries)
#	smiles	M1 PAM parental	CHO-K1 Ca antag	M1 ag parental	CHO parental Ca	OXTR ag	GPR7 antag	V1R ag counter	TAAR1 antag	OXTR potentiator
21	Cc1ccc(NC(=O)Nc2cccc(Cl)c2)c(C(=O)O)c1	5	3	-0.5	0	0.4	-2	0.0	11	-3
22	O=C(O)CC1(CC(=O)Nc2cccc(C(=O)O)c2)CCCC1	7	-8	0.6	-8	2.1	-5	0.8	-18	-12
23	Cc1c(Br)c([N+](=O)[O-])nn1C(C)C(=O)Nc1c(C)n(C)n(-c2ccccc2)c1=O (stereo unspecified)	1	-8	0.2	-10	-0.4	-4	0.1	-13	2
24	COc1ccc(OC)c(NC(=O)C23CCC(C)(C(=O)C2)C3(C)C)c1 (stereo unspecified)	0	3	0.4	-14	-1.2	-12	-0.9	-12	-10
25	COc1ccc(CCNC(=O)COC(=O)/C=C/c2ccc3c(c2)OCO3)cc1	9	-2	3.0	32*	1.0	x	3.4	7	-5
26	COc1ccccc1C(=O)Nc1ccc(OCC(=O)N2CC(C)OC(C)C2)cc1 (stereo unspecified)	-1	-14	0.3	-10	0.9	x	0.1	3	-1
27	Cc1ccc(S(=O)(=O)Nc2cccc(C(=O)NCC(C)(C)N3CCOCC3)c2)cc1F	13	-7	1.7	7	-0.5	x	-0.8	-17	-7
28	CN(C)CCCn1c2c(c(SCC(=O)Nc3ccc4c(c3)OCCO4)nc1=O)CCC2	-7	-3	0.9	-15	-0.6	x	-1.1	0	0
29	CC[C@@]1(C(=O)OC)N[C@H](CN(C)S(=O)(=O)c2ccc(F)cc2)[C@@H]2C(=O)N(C)C(=O)[C@@H]21	2	-13	0.3	-5	0.0	x	0.2	0	-3
30	Cc1cc(C)n(CC(C)NCc2c(C(=O)N3CCOCC3)nc3c(C)cccn23)n1 (stereo unspecified)	9	-9	0.4	-11	0.2	-10	1.2	19	-2
31	CCCNC(=O)C1CCC(CNS(=O)(=O)c2ccc3c(c2)CC(C)N3C(C)=O)CC1 (stereo unspecified)	5	-12	1.6	-22	2.1	-9	1.4	-22	-6
32	CCN1CCN(Cc2ccc(NC(=O)c3cc(NC(=O)c4cnn(-c5ccccc5)c4N)cc(OC)c3)cc2C(F)(F)F)CC1	-10	-5	0.6	-10	1.1	x	0.9	22	-3
33	CCOC(=O)c1cccc(NC(=O)c2ccc3c(c2)C(=O)N(CC2CCCO2)C3=O)c1 (stereo unspecified)	2	-1	6.5	0	0.3	0	1.2	68*	-6
34	FCc1nc2nc(Cl)c(Cl)nc2[nH]1	-7	-4	1.0	x	x	x	x	-11	x
35	CCC(=O)N1CC(C)C(=O)Nc2ccccc21 (stereo unspecified)	14	-14	0.7	11	-0.8	-17	0.6	-15	-15
36	S=C1NCC(c2ccccc2)S1 (stereo unspecified)	19	-13	0.6	x	x	x	x	-20	x
37	Cc1ccc2c(CN3CCN(Cc4ccc5c(c4)OCO5)CC3)cc(=O)oc2c1C	12	3	-0.2	-20	-0.3	-17	0.9	-26	-6
38	COc1ccccc1OCc1cc(C(=O)N2CCN(C)C(c3ccccc3)C2)no1 (stereo unspecified)	-17	-11	5.5	-9	-0.9	13	0.7	-6	-7
39	O=C(COC(=O)c1ccc(Br)o1)NCC1CCCO1 (stereo unspecified)	6	-15	0.1	-20	0.6	-4	1.2	11	2
40	CC(=O)c1cccc(NC(=O)c2ccc(OCc3c(C)noc3C)cc2)c1	5	-8	0.3	-8	0.4	x	0.5	9	-2

Later entries:
#	smiles	M1 PAM parental	CHO-K1 Ca antag	M1 ag parental	CHO parental Ca	OXTR ag	GPR7 antag	V1R ag counter	TAAR1 antag	OXTR potentiator
41	CC(=O)c1ccc(N2CCN(C(=O)c3cc4c(C)nc5ccccc5c4o3)CC2)cc1	3	-10	4.4	-19	3.5	-12	4.9	3	-12
42	C[C@H](CO)N1C[C@H](C)[C@@H](CN(C)C(=O)Nc2ccccc2F)Oc2ncc(Br)cc2C1=O	10	8	4.0	x	x	x	x	-5	x
43	CN(CCCNC(=O)C1CCCN(S(=O)(=O)c2cnc[nH]2)C1)c1ccccc1 (stereo unspecified)	11	-7	-0.5	-7	0.3	-12	-0.9	-3	-3
44	O=C(CN1CCC(NC(=O)Nc2ccc(F)cc2)CC1)Nc1ccccc1[N+](=O)[O-]	-4	-6	5.9	-9	-1.2	-9	3.0	14	-13
45	CCCCNc1nc(CC(C)=O)ns1	3	0	0.5	-9	-1.2	-4	2.2	-11	-13
46	CCOc1ccc(N2C(=O)CC(N3CCN(c4ccc(C(=O)c5ccncc5)cc4)CC3)C2=O)cc1 (stereo unspecified)	18	-7	1.2	-1	3.6	-12	1.1	-6	-6
47	Cc1cccc(C(=O)Nc2ccc(S(=O)(=O)Nc3nc(C)cc(C)n3)cc2)c1	-5	0	0.4	-10	0.1	-10	1.3	-11	-4
48	CCCCN(CC)CCCNC(=O)c1cc2c(-c3ccc(OC)c(OC)c3)nn(C)c2s1	-3	-7	0.2	-10	-0.8	-3	-0.3	0	-4
49	C=CCn1c(C)cc(C(=O)COc2ccc(N(C)S(=O)(=O)c3ccc(NC(C)=O)cc3)cc2)c1C	16	-9	3.5	-17	1.8	x	1.6	30	-9
50	Cc1ccc(-n2ncc3c(SCC(=O)NNC(=O)c4ccco4)ncnc32)cc1	6	5	0.7	-11	1.0	5	2.6	8	-3
51	O=C(c1ccc(F)cc1)N1CCC(C(=O)N2CCN(S(=O)(=O)c3cccc([N+](=O)[O-])c3)CC2)CC1	-3	0	0.9	13	-0.1	x	0.3	-9	2
52	COc1ccc(C2OC(=O)CC2C(=O)NCc2ccccc2Cl)cc1OC (stereo unspecified)	7	-11	1.0	-13	1.8	0	0.2	-22	5
53	O=C(COc1ccccc1)OCc1csc(Nc2ccccc2)n1	19	-6	2.8	10	-1.9	-5	1.4	-1	3
54	CC(=O)Nc1ccc(S(=O)(=O)N(CC(=O)NC2CC2)Cc2ccccc2)cc1	17	-13	1.6	-8	0.5	x	0.2	4	-1
55	O=C(CCCn1c(=O)c2ccccc2n(Cc2ccccc2)c1=O)NCc1ccco1	9	0	0.8	-31	-2.1	16	0.6	3	-10
